# MBNL1-CUG inh: inhibitors of human MBNL1 binding to CUG repeat RNA; Q9NR56; TR-FRET MBNL1-His/biotin-(CUG)12 binding, 665/545 ratio; Potency, µM (series often up to 57.5 µM), for the others: at the highest dose activity change, negative = inhibition, hits mostly inhibitors; 0.036% of 280,000 active; AID 2675; active = well fitted inhibition curve with a large enough effect in the signal ratio, with a control signal flat, not every such curve was filed as active; inconclusive = small, poorly fitted or top-dose-only effect, or effect the other way, or a change in a side signal; inactive = no such curve, though single readings can be large or run the other way; the % refers to the signal ratio; also: potency is read from the fitted curve at half-maximal effect; % is scaled to controls: 0 for no effect and ±100 for the full control effect
# Target sequence (Q9NR56 whole entry, looked up): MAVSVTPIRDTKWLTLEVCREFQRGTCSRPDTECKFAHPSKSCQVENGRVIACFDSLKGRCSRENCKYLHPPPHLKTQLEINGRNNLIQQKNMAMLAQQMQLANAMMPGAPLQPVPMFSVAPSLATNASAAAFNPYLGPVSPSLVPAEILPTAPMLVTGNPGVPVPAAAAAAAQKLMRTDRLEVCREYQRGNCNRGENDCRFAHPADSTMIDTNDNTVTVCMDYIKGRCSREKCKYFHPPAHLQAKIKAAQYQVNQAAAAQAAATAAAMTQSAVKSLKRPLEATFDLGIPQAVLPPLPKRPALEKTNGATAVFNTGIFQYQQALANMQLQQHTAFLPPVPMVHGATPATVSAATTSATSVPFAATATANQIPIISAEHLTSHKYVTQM
#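 MBNL1-His + Biotin-(CUG)12, cpd titration 92 nM–58 uM; Tb anti-His Ab 0.055 ng/ul, SA-XL665 5 nM (final); 60 min RT; ratiometric 665/545 nm, Ex 340 nm; normalized to buffer and full-complex controls.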
# S-ASM inh: blocks human secretory acid sphingomyelinase; AID 504937; Potency, µM (series often up to 57.5 µM), without a hit: at the top dose activity change, negative = inhibition, hits mostly inhibitors; 0.006% of 340,000 active; placental ASM, HMU-PC fluorogenic substrate, 60 min; also: potency is read from the fitted curve at half-maximal effect
#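 qHTS format. ASM enzyme prepared from human placenta hydrolyses the fluorogenic substrate HMU-PC0 (9 uM final) over 60 min at 37 °C after a 10 min compound preincubation.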
# Mito fusion act: inhibitors of mitochondrial division or activators of mitochondrial fusion; S. cerevisiae fusion-defective mutant growth rescue, CellTiterGlo 48 h; AID 485298; Potency, µM (doses to about 46.1 µM), without a hit: at the top dose growth rescue (activation), most hits filed as activators; 0.23% of 320,000 active;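 also: potency is read from the fitted curve at half-maximal effect; % of control where 0% means no effect; nearly all actives have a fitted effect of over 45% in size; temperature-sensitive fusion mutants such as fzo1-1 at 37 °C on non-fermentable ethanol glycerol medium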
#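 Read-out: ATP-based luminescence (CellTiterGlo, 10 min ambient) reporting growth of fusion-defective ts yeast after 48 hours at 37C on glycerol/ethanol YPEG medium in the presence of compound.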
# TCR act: activates T cell receptor signaling; primary human leukocytes, anti-CD3, IL-2 HTRF, 48 h; Potency, µM (series often up to 9.22 µM), for the others: at the highest dose activation of IL-2 secretion, actives largely listed as activators; 330,000 tested, under 10 active; AID 504894; also: % of control where 0% means no effect
#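 Primary human leukocytes were stimulated with a-CD3 beads plus compounds for 48 hr without co-stimulation; secreted IL-2 was quantified by HTRF using a-IL-2-K (europium cryptate) and a-IL-2-d2, excited at 320nm with acceptor emission read at 665nm.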
# Menin-MLL TR inh: displaces Texas Red mutant MLL peptide from human menin; Potency, µM (series often up to 61.6 µM), inactives show top-dose FP activity change, negative = inhibition, usual class: inhibitors; 0.23% of 270,000 active; Menin + Texas Red MLL mutant peptide, fluorescence polarization; active = well fitted inhibition curve with a large enough effect in the polarisation, with a control signal flat, not every such curve was filed as active; inconclusive = small, poorly fitted or top-dose-only effect, or effect the other way, or a change in a side signal; inactive = no such curve, though single readings can be large or run the other way; the % refers to the polarisation; also: potency is read from the fitted curve at half-maximal effect; % of control where 0% means no effect; many of its hits are not listed in these tables
# TSG101-PTAP inh: blocks PTAP/TSG101 interaction to inhibit HIV-1 budding; Q99816; Fluorescence polarization, FITC-PTAP peptide / Tsg101 binding; Potency, µM (top dose mostly 115 µM), without a hit: top-dose activity change, negative = inhibition, hits mostly inhibitors; 340,000 tested, under 10 active; AID 493005; active = well fitted inhibition curve with a large enough effect in the main read-out, with a control signal flat, not every such curve was filed as active; inconclusive = small, poorly fitted or top-dose-only effect, or effect the other way, or a change in a side signal; inactive = no such curve, though single readings can be large or run the other way; also: potency is read from the fitted curve at half-maximal effect; % of control where 0% means no effect
# Target sequence (Q99816 whole entry, looked up): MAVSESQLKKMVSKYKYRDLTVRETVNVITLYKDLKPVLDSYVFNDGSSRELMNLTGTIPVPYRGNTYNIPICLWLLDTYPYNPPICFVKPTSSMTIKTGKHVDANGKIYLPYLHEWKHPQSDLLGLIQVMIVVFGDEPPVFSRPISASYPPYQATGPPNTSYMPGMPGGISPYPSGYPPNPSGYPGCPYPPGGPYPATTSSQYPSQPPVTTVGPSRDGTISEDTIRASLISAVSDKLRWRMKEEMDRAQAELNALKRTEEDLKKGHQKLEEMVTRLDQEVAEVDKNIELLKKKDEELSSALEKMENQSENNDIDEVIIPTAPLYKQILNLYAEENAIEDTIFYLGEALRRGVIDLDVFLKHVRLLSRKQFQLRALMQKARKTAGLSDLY
#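 Compounds were pin-transferred onto Tsg101 binding domain (10 uM final) in HEPES pH 7.5 buffer, then FITC-PTAP peptide was added at 50 nM final. After 20 min at RT, polarization reported peptide displacement across a qHTS concentration series.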
# TSHR antag: antagonists of human thyroid stimulating hormone receptor | P16473 | TSHR-expressing cells, TSH-stimulated cAMP HTRF, 2 h; active compounds read low | activity change, negative = inhibition, % at 11.5 µM | 0.2% of 330,000 active | AID 504810;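 active = activity change below a set negative limit, meaning inhibition stronger than a set level, cut at about -70% in these data; inconclusive = activity change between two set negative limits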; also: % is scaled to controls: 0 for no effect and ±100 for the full control effect
#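 Freshly harvested TSHR cells receive pin-tooled compound, then EC80 TSH at 4nM final. After 2 hours at 37 deg C, antibody in lysis buffer and cAMP-d2 are added; 30 minutes at ambient temperature precede the HTRF read.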
# Integrin act MD: activates integrin-mediated alleviation for muscular dystrophy; alpha7betagal myoblasts, beta-gal FDG fluorescence, 48 h; Potency, µM (doses to about 38.3 µM), for inactives: at the top dose activation, most hits filed as activators; 0.064% of 350,000 active; AID 624291;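 also: potency is read from the fitted curve at half-maximal effect; 100% = response of the positive control SU9516; nearly all actives have a fitted effect of over 60% in size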
#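 alpha7betagal+/- myoblasts (passage 13, 250/well) treated 48 h at 37C with compounds at 1:260 dilution of DMSO stock. Lysed, then beta-galactosidase activity read as FDG fluorescence (ex 480/em 540) after 30 min, with pre-read for autofluorescence.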
# MLL CXXC-DNA inh: inhibitors of human MLL CXXC domain-DNA interaction | MLL-CXXC / FITC-HOXA9 DNA fluorescence polarization | Potency, µM (highest dose often 115 µM), inactives show at the highest dose activity change, negative = inhibition, actives largely listed as inhibitors | 0.037% of 290,000 active | AID 2662; active = well fitted inhibition curve with a large enough effect in the polarisation, with a control signal flat, not every such curve was filed as active; inconclusive = small, poorly fitted or top-dose-only effect, or effect the other way, or a change in a side signal; inactive = no such curve, though single readings can be large or run the other way; the % refers to the polarisation; also: potency is read from the fitted curve at half-maximal effect
#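 Purified MLL-CXXC (added from a 7 uM solution) was preincubated 5 min at ambient with pinned compounds in 50 mM Tris-HCl pH 7.5, 50 mM NaCl, 1 mM DTT, 0.05% BSA. Fluorescein-labeled HOX-A9 DNA (50 nM solution) followed, 30 min, then polarization read.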
# A-T KAP1 phos: candidate therapy for ataxia-telangiectasia; […] A-T fibroblasts, KAP-1 phosphorylation AlphaLISA; neocarzinostatin DNA damage 30 min before lysis; Potency, µM (titrated, usually from 57.5 µM), without a hit: at the top dose activation, usual class: activators; 0.19% of 320,000 active; also: potency is read from the fitted curve at half-maximal effect; % of control where 0% means no effect; nearly all actives have a fitted effect of over 45% in size
#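 ATM-like activity read as KAP-1 phosphorylation via AlphaLISA donor/acceptor antibody pairs after lysis and 6 hr at 25C. Cells were ATM-null patient fibroblasts ([…], hTERT), dosed 60 min, then exposed to the DSB inducer NCS for 30 min.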
# Numbers without * were called inactive; ? = inconclusive; · = not tested or not shown; [ ] = remark or other dose. Unless noted, calls follow the shape of the dose curve; as a rule, active = well fitted curve in the direction sought with a large enough effect; inconclusive = small, poorly fitted or top-dose-only effect, or another doubt; inactive = no such curve, though single readings can be large; an effect the other way counts as inactive or inconclusive.
SMILES,MBNL1-CUG inh,S-ASM inh,Mito fusion act,TCR act,Menin-MLL TR inh,TSG101-PTAP inh,TSHR antag,Integrin act MD,MLL CXXC-DNA inh,A-T KAP1 phos
COC(=O)C(NC(=O)c1ccco1)(Nc1cc(C)ccn1)C(F)(F)F (stereo not drawn),-6%,1%,1%,-3%[46.1 µM],5%,-2%,0,26%,4%,-6%
CC(C)c1ccc(NC(=O)C2CCCCN2S(=O)(=O)c2ccccc2)cc1 (stereo not drawn),·,-6%,?,·,·,-3%,31,-2%,·,-2%
COc1ccc2[nH]c(CN3CCC(CO)(CCOc4ccccc4)CC3)c(C)c2c1,1%,1%,-7%,2%,?,-4%,4,-13%,7%,-1%[11.5 µM]
CCOC(=O)c1sc(N/N=C/c2cccc(C)c2)nc1C,-3%,67%[activator],-5%,4%,?,0%,-5,-6%,2%,-8%
Cc1cc(C)c[n+](CC(=O)c2ccc(C)c([N+](=O)[O-])c2)c1,26%,-4%,1%,0%,1%,-5%,7,23%,2%,1%
O=C(NCCc1c[nH]c2ccccc12)C(=O)NCC1OCCCN1S(=O)(=O)c1ccccc1 (stereo not drawn),-13%,-4%,-3%,-13%[46.1 µM],4%,-1%,5,-16%,5%,-2%
COc1ccc(OC)c(-n2nnnc2SCC(=O)N2CCN(C(=O)c3ccco3)CC2)c1,4%,-3%,-2%,0%,8%,-2%,8,19%,-8%,1%[11.5 µM]
Cc1cc(C)cc(C(=O)Nn2cnnc2)c1,-6%,6%,2%,-2%,-12%,-5%,10,5%,-6%,-3%
CC(C)(C)C(O)CN1CCCC1 (stereo not drawn),-8%,-4%,1%,1%,0%,-6%,14,?,2%,-1%
COc1ccc(N2CCN(C(=O)C(NC(=O)c3c(F)cccc3F)C(C)C)CC2)cc1 (stereo not drawn),-10%,-3%,-8%,0%,-4%,-7%,52,-51%[inhibitor],0%,-10%
CCOC(=O)c1nnn(-c2nonc2N)c1-c1ccc(Cl)cc1,·,0%,2%,4%,-7%,-2%,3,-16%,2%,2%
COc1ccccc1N(C(=O)c1ccco1)C(C(=O)NC1CCCC1)c1ccc(N2CCOCC2)cc1 (stereo not drawn),-2%,-2%,1%,7%,·,-3%,-1,-19%,32%[activator],-8%
O=C(c1ccc(F)cc1)N1CCN(C2=NS(=O)(=O)c3ccccc32)CC1,2%,1%,1%,-3%,-2%,-2%,-4,-17%,-7%,0%
Cc1ccc(N=Cc2nc(-c3ccc(C)cc3)oc2O)cc1,-21%,28%,5%,1%,-9%,0%,-2,20%,23%,-3%
Cc1noc(C)c1S(=O)(=O)N1CCC(Cc2ccccc2)CC1,-10%,1%,-4%,-6%,4%,-5%,-4,4%,-3%,13%
CCN(CC)c1ccc(NC(=O)CSc2nc3nc(C)cc(C)c3c(=O)[nH]2)cc1,·,0%,-2%,0%,·,2%,-3,-10%,·,0%
C=CCn1c(=O)c2c(nc3n2CC(C)CN3CCc2ccccc2)n(C)c1=O (stereo not drawn),-6%,-3%,19%,-7%,-23%,-2%,10,-35%,5%,-1%
O=C(O)Cn1c(-c2ccccc2)cc2ccccc21,-4%,4%,5%,4%,12%,2%,23,-5%,-8%,11%
Cc1cc(C)cc(NC(=O)CSc2nc3ccccc3nc2N2CCCCC2)c1,8%,22%,-4%,-4%,22%,7%,3,1%,·,?
CCC(=O)Nc1cc(-c2nn(CC(=O)N3CCCCC3)c(=O)c3ccccc23)ccc1N1CCOCC1,11%,-2%,0%,3%,-11%,-2%,-5,3%,14%,-1%
O=C(O)C(=Cc1ccccc1)Cc1ccccc1,·,-2%,·,-5%,·,1%,·,-22%,·,·
CC(=O)C[C@H](O)CC(=O)[C@H]1OC(=O)[C@@H](C)C/C=C\Cc2ccccc21,·,4%,·,-2%,·,-3%,-3,-6%,·,12%
O=C(NC1CCN(S(=O)(=O)c2ccc(F)cc2)CC1)c1cccc(F)c1,-6%,4%,1%,1%,9%,-4%,7,24%,1%,10%
O=C(CSc1nnc(C2COc3ccccc3O2)o1)N1CCCCC1 (stereo not drawn),10%,0%,5%,-4%,0%,-1%,5,-10%,1%,0%
COCCNC(=O)c1ccccc1N(Cc1ccccc1)S(=O)(=O)c1ccc(C)cc1,4%,-1%,-1%,-3%,2%,-6%,2,-16%,7%,7%
CC(C)(C)NC(=O)c1ccccc1-c1nc(-c2ccccc2Cl)no1,-11%,-2%,?,-3%,-7%,2%,3,-2%,-2%,2%
Cc1ccc(S(=O)(=O)NCC(=O)N/N=C/c2ccc(Cl)cc2Cl)cc1,8%,-15%,20%,0%[46.1 µM],0%,-1%,-1,11%,-2%,1%
Cc1cc(=O)oc2cc(OCC(=O)N3c4ccccc4NC(=O)C3(C)C)ccc12,·,·,·,3%[46.1 µM],·,0%,-16,-1%,·,-12%
Cc1noc(C)c1S(=O)(=O)N(CC(=O)O)c1ccc2c(c1)OCO2,-4%,5%,1%,1%,17%,-2%,-7,1%,-4%,-5%
O=C(/C=C/c1ccccc1Cl)c1cccnc1,1%,-3%,1%,-3%,-1%,-1%,-18,-64%[inhibitor],55%[activator],1%
Cc1ccc(-c2nnn(CC(=O)NCC3CC3)n2)o1,14%,1%,-2%,4%,6%,-4%,5,0%,-3%,10%
CC1CN(C(=O)CN2C(=O)NC(C)(c3ccccc3)C2=O)CC(C)O1 (stereo not drawn),0%,2%,-3%,-10%,12%,-3%,-4,-4%,-6%,5%
COCCC(=O)N1CCC(Oc2ccc(C(=O)N3CCC(N(C)C)C3)cc2)CC1 (stereo not drawn),-2%,1%,-9%,-3%,6%,-1%,-8,-5%,15%,0%
O=C(NCCCn1ccnc1)c1csc2ccccc12,-1%,4%,-2%,1%,?,-3%,4,-3%,1%,2%
O=S1(=O)N=C(N/N=C/c2cccs2)c2ccccc21,?,-3%,-3%,-3%,14%,-2%,-20,-1%,-7%,-9%
O=C(NCC1CCCO1)C1CCCN(S(=O)(=O)c2cc(Cl)ccc2Cl)C1 (stereo not drawn),-4%,1%,3%,7%,-5%,-11%,-5,-3%,17%,5%
COCCNC(=O)Cn1nc(C(F)(F)F)c(Cl)c1C,-7%,2%,2%,5%,-9%,-8%,23,23%,4%,7%
COc1ccccc1CC(=O)OCC(=O)N1CCN(c2ccc(F)cc2)CC1,·,0%,·,·,·,-2%,·,-19%,·,6%
CCCc1cc(=O)oc2cc(OCc3ccc(OC)cc3)c(Cl)cc12,-15%,-3%,-1%,-9%[46.1 µM],0%,0%,11,20%,8%,2%
CC1CN(CCCCOc2ccc(Cl)c3ccccc23)CC(C)O1 (stereo not drawn),187%[activator],-6%,?,1%,-13%,0%,-7,-14%,4%,9%

# 6 entries from above, ordered by heavy-atom count, descending.
SMILES,MBNL1-CUG inh,S-ASM inh,Mito fusion act,TCR act,Menin-MLL TR inh,TSG101-PTAP inh,TSHR antag,Integrin act MD,MLL CXXC-DNA inh,A-T KAP1 phos
O=C(NC1CCN(S(=O)(=O)c2ccc(F)cc2)CC1)c1cccc(F)c1,-6%,4%,1%,1%,9%,-4%,7,24%,1%,10%
Cc1ccc(N=Cc2nc(-c3ccc(C)cc3)oc2O)cc1,-21%,28%,5%,1%,-9%,0%,-2,20%,23%,-3%
CCOC(=O)c1sc(N/N=C/c2cccc(C)c2)nc1C,-3%,67%[activator],-5%,4%,?,0%,-5,-6%,2%,-8%
O=S1(=O)N=C(N/N=C/c2cccs2)c2ccccc21,?,-3%,-3%,-3%,14%,-2%,-20,-1%,-7%,-9%
O=C(O)C(=Cc1ccccc1)Cc1ccccc1,·,-2%,·,-5%,·,1%,·,-22%,·,·
Cc1cc(C)cc(C(=O)Nn2cnnc2)c1,-6%,6%,2%,-2%,-12%,-5%,10,5%,-6%,-3%

# High-throughput results (PubChem)

# These rows are one share of the data; rates above refer to the full screens.
